MRP1 act – H69AR viability gain despite doxorubicin, primary screen, MRP-1 activator project, H69AR cells, CellTiter-Glo | viability rescue | viability increase, % at 10 µM | 140,000 compounds, 0.61% hits | AID 799, 2007;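 active means viability gain under doxorubicin at or above a set limit, the compound median plus 3 SD, cut at about 4.7% in these data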;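 further: MRP-1 overexpressing cells given doxorubicin 25 µM after compound pretreatment; 18-22 h compound pretreatment then 72 h with doxorubicin before readout; 0% = doxorubicin-only wells and 100% = vehicle-treated cells without doxorubicin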
GALR2 blocker – GALR2 antagonists in receptor-expressing cells, primary screen; Galanin receptor type 2 (Homo sapiens), O43603; antagonist mode; inhibition, % at 4 µM; 140,000 compounds, 0.39% hits; AID 828, 2007; in the data active means inhibition above about 27%;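 further: cells stimulated with galanin 1-16 at roughly its EC80; 0% = agonist challenge control and 100% = basal control without agonist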
Target sequence (O43603 whole entry, looked up): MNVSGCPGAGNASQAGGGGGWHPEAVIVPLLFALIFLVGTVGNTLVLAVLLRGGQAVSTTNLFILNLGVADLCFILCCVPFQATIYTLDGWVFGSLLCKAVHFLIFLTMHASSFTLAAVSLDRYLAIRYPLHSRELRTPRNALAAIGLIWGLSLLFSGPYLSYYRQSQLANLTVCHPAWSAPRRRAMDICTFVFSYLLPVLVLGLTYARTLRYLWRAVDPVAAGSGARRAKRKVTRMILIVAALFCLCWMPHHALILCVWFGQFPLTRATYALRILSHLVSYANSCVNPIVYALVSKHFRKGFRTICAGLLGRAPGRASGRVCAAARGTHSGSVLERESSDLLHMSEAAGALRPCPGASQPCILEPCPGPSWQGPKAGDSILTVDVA
Yeast growth inh – growth inhibitors of yeast BB579 in restrictive medium, primary screen, yeast lifespan-shortening project, S. cerevisiae; OD615, 48 h; inhibition, % at 10 µM; 140,000 compounds, 0.51% hits;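 active means inhibition above a set limit, 3 SD over the mean compound inhibition, cut at about 44% in these data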; further: inactives centre near -24
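Assay system: S. cerevisiae DeaD strain BB579 yeast. Medium: CSMM-D restrictive synthetic medium containing dextrose (glucose). Times: 4 h cell preincubation, 48 h compound exposure, 30 °C humidified. Signal: OD615 turbidity measurement. Benchmarks: positive control amphotericin B 10 µg/mL.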
bCat KO growth – primary screen for growth suppressors in beta-catenin knockout HCT116 cells (colon tumor, human). viability, % at 10 µM. 140,000 compounds, 1.5% hits. HCT116 beta-catenin knockout viability, CellTiter-Glo, 60 h; hits give low values;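 active means viability at or under a set limit, the compound median less 4 SD, cut at about 6% in these data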;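 further: 0% = Hyamine 1622 control at 20 µM and 100% = untreated cell control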
Measles CPE – compounds protecting cells from measles virus cytopathic effect, primary screen, measles RdRp inhibitor project, single point, MLSMR library, absorbance | Measles virus-infected cells, CPE protection | protection (pct of control), % at 4 µM | AID 841, 2007 | 140,000 compounds, 1.5% hits; in the data active means protection mostly above about 24%, no sharp cut-off; inactive means mostly below about 26%; further: some compounds called inactive have numbers as strong as hits
Yeast life ext – compounds extending yeast replicative lifespan, primary screen, S. cerevisiae, OD615; S. cerevisiae growth with nicotinamide; deaD strain in restrictive glucose medium; inhibition of the nicotinamide effect, % at 10 µM; 130,000 compounds, 0.68% hits;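 active means inhibition above a set limit, placed 3 SD over the median of all compounds, cut at about 26% in these data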;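 further: 0% = nicotinamide-treated wells and 100% = cells grown without nicotinamide; some compounds called inactive have numbers as strong as hits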
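Test system: DeaD-strain S. cerevisiae / Buffer or medium: restrictive glucose medium / Also added: nicotinamide 1.5 mM / Doses: one concentration, 10 µM, DMSO 0.25% / Schedule: 48 h at 30 °C / Signal: OD615 measurement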
E-sel TNF inh – E-selectin induction blockers in HUVEC – imaging, immunofluorescence, high content, primary screen | 120,000 compounds, 0.71% hits | HUVEC TNFa-induced E-selectin immunofluorescence | inhibition, % at 2 µM;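 active means inhibition above the batch mean plus 3 SD, and confirmed as a hit on visual image review, cut at about 43% in these data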;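 further: 0% = TNF-stimulated DMSO wells and 100% = unstimulated control wells; not every result past the cut was called active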
HCT116 PTEN-null – growth suppression of PTEN-null HCT116, primary screen, cell-based, CellTiter-Glo | HCT116 PTEN-null viability, 60 h; hits give low values | viability, % at 10 µM | 140,000 compounds, 1.2% hits | AID 827, 2007;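 active means viability at or below a set limit, 4 SD under the median of all tested compounds, cut at about 3.7% in these data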;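 further: PTEN knockout HCT116 line with beta catenin targeted HCT116 as companion control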
Phagocyt inh – inhibitors of macrophage phagocytosis, primary screen, imaging, J774A.1 cells, IgG beads; J774A.1 macrophage IgG-bead phagocytosis; AID 1029, 2008; inhibition, % at 5 µM; 110,000 compounds, 0.07% hits;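 active means inhibition above the mean of the plate negative controls plus 5 SD, cut at about 13% in these data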;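 further: phagocytic index as fraction of beads internalized from green versus red external bead signal; plate controls were DMSO negative control for no effect and cytochalasin-D positive control for full effect; some results beyond the cut were filed as inactive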
NPY Y2 blocker – NPY-Y2 receptor antagonists, primary screen, cell-based. 140,000 compounds, 0.99% hits. NPY-Y2 expressing cells, antagonist mode. inhibition, % at 2.7 µM; in the data active means inhibition above about 17%;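 further: 0% = vehicle with agonist challenge and 100% = reference antagonist with challenge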
Target sequence (P49146 whole entry, looked up): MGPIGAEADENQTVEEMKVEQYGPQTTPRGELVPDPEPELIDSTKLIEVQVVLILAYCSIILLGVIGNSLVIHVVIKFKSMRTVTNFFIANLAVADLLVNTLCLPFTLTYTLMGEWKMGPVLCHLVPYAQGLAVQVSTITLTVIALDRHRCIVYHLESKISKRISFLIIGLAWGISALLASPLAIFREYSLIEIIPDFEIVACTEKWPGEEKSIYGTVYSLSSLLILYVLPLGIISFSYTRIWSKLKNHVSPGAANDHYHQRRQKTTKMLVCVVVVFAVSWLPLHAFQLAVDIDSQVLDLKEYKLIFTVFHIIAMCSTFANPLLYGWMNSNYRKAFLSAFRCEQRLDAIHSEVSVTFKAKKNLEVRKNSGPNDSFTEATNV
* hit, by the source's call. This is a random part of the collection. Share with any hit: about 6.2%.

Results for Cc1ccc(-c2nnn(CC(=O)N(c3ccc(F)cc3)C(C(=O)NC(C)(C)C)c3ccco3)n2)o1 (stereo not given) ?
MRP1 act: -3.6; GALR2 blocker: 7; Yeast growth inh: -41; bCat KO growth: 84; Measles CPE: 7; E-sel TNF inh: 36; HCT116 PTEN-null: 79; NPY Y2 blocker: 5

Results for NC(=O)Nc1ccccc1C(=O)N1CCC(O)(c2ccc(Cl)cc2)CC1 ?
MRP1 act: -0.6; GALR2 blocker: 1; Yeast growth inh: -6; bCat KO growth: 98; Measles CPE: 6; Yeast life ext: -1; E-sel TNF inh: 6; HCT116 PTEN-null: 92; Phagocyt inh: -3; NPY Y2 blocker: 3

Results for O=C(Cc1ccccc1)NCCCN1CCN(CCCNC(=O)Cc2ccccc2)CC1 ?
MRP1 act: -1.0; GALR2 blocker: 1; Yeast growth inh: 3; bCat KO growth: 92; Measles CPE: 4; Yeast life ext: -14; E-sel TNF inh: 24; HCT116 PTEN-null: 89; Phagocyt inh: 0; NPY Y2 blocker: 5

How did CC1CCCCC12NC(=O)N(CC(=O)NC(=O)NCc1ccco1)C2=O (stereo not given) do in these assays?
MRP1 act: -1.3; GALR2 blocker: -4; Yeast growth inh: -51; bCat KO growth: 94; Measles CPE: 11; Yeast life ext: -11; E-sel TNF inh: -49; HCT116 PTEN-null: 104; NPY Y2 blocker: 0

How did Cc1ccc(C)c(NC(=O)CSc2nnc([C@@H](N)Cc3ccccc3)o2)c1 do in these assays?
MRP1 act: -0.2; GALR2 blocker: 5; Yeast growth inh: -16; bCat KO growth: 94; Measles CPE: 4; Yeast life ext: 7; E-sel TNF inh: 62*; HCT116 PTEN-null: 95; Phagocyt inh: -1; NPY Y2 blocker: -1

What do the screens show for `O=C(CN1C(=O)COc2ccccc21)N(Cc1ccc2c(c1)OCO2)CC1CCCO1` (stereo not given)?
MRP1 act: -0.8; GALR2 blocker: 16; Yeast growth inh: -52; bCat KO growth: 96; Measles CPE: 5; Yeast life ext: -1; E-sel TNF inh: -3; HCT116 PTEN-null: 102; NPY Y2 blocker: 4

What do the screens show for `CC(=O)c1cccc(S(=O)(=O)Nc2cccc(S(=O)(=O)NC3=NCCC3)c2)c1`?
MRP1 act: -1.4; GALR2 blocker: 7; Yeast growth inh: -33; bCat KO growth: 90; Measles CPE: 33; Yeast life ext: 1; HCT116 PTEN-null: 100; Phagocyt inh: -10; NPY Y2 blocker: 1

Results for CC1(C)Cc2nc3sc4c(SCC(=O)NC(c5ccccc5)c5ccccc5)ncnc4c3cc2CO1 ?
MRP1 act: -5.7; GALR2 blocker: -9; Yeast growth inh: -45; bCat KO growth: 43; Measles CPE: 6; Yeast life ext: -17; HCT116 PTEN-null: 48; Phagocyt inh: -4; NPY Y2 blocker: 0

How did Cn1c(=O)c2c(ncn2CC(=O)Nc2nc3ccc(F)cc3s2)n(C)c1=O do in these assays?
MRP1 act: -1.0; GALR2 blocker: 10; Yeast growth inh: -15; bCat KO growth: 76; Measles CPE: 9; Yeast life ext: -8; E-sel TNF inh: 17; HCT116 PTEN-null: 80; Phagocyt inh: 0; NPY Y2 blocker: -3

Results for COC(=O)Oc1nsnc1N1CCOCC1 ?
MRP1 act: -1.0; GALR2 blocker: -5; Yeast growth inh: -59; bCat KO growth: 101; Yeast life ext: -4; E-sel TNF inh: -2; HCT116 PTEN-null: 118; Phagocyt inh: -1; NPY Y2 blocker: -1

Results for CCc1cccc(OCCCCNCCOC)c1 ?
MRP1 act: -0.3; GALR2 blocker: -1; Yeast growth inh: -65; bCat KO growth: 91; Measles CPE: 4; Yeast life ext: 2; E-sel TNF inh: -26; HCT116 PTEN-null: 102; Phagocyt inh: 0; NPY Y2 blocker: 2

What do the screens show for `COc1ccc(CCNS(=O)(=O)c2cccc(F)c2)cc1OC`?
MRP1 act: -0.1; GALR2 blocker: -7; Yeast growth inh: -8; bCat KO growth: 91; Measles CPE: 3; Yeast life ext: -14; E-sel TNF inh: -13; HCT116 PTEN-null: 100; Phagocyt inh: 1; NPY Y2 blocker: -1

Results for O=S(=O)(c1cccc2ccccc12)N1CCSC1 ?
MRP1 act: -1.2; Yeast growth inh: -33; bCat KO growth: 93; Measles CPE: 19; HCT116 PTEN-null: 6; Phagocyt inh: -2

How did COc1ccc(/C=N/NC(=O)Cn2cnc3ccccc3c2=O)cc1OC do in these assays?
MRP1 act: -0.6; GALR2 blocker: 8; Yeast growth inh: -12; bCat KO growth: 89; Measles CPE: 6; Yeast life ext: -1; HCT116 PTEN-null: 107; NPY Y2 blocker: -1

What do the screens show for `COc1ccc(C(NC=O)c2cc(OC)c(OC)cc2Br)cc1OC` (stereo not given)?
MRP1 act: -3.3; GALR2 blocker: -3; Yeast growth inh: -10; bCat KO growth: 96; Measles CPE: 7; Yeast life ext: -2; HCT116 PTEN-null: 91; Phagocyt inh: -3; NPY Y2 blocker: 1

How did C=CCn1c(SCc2ccccc2)nc(O)cc1=O do in these assays?
MRP1 act: -1.3; GALR2 blocker: -20; Yeast growth inh: -19; bCat KO growth: 97; Measles CPE: 13; Yeast life ext: 3; HCT116 PTEN-null: 95; Phagocyt inh: 0; NPY Y2 blocker: 3

What do the screens show for `O=C1CC(C(=O)O)S/C(=N\NC(=O)c2ccccc2)N1` (stereo not given)?
MRP1 act: -0.5; GALR2 blocker: 7; Yeast growth inh: -18; bCat KO growth: 106; Measles CPE: 28; Yeast life ext: 0; E-sel TNF inh: -45; HCT116 PTEN-null: 110; Phagocyt inh: -1; NPY Y2 blocker: 0

How did COCCCNCC(=O)Nc1ccc(OC(F)(F)F)cc1 do in these assays?
MRP1 act: -3.4; GALR2 blocker: 3; Yeast growth inh: -17; bCat KO growth: 87; Measles CPE: 5; Yeast life ext: 0; E-sel TNF inh: -46; HCT116 PTEN-null: 92; NPY Y2 blocker: -1

How did CCC(=O)Nc1ccc(/C(C)=N\NC(=O)c2ccc(C)s2)cc1 do in these assays?
MRP1 act: 0.5; GALR2 blocker: 9; Yeast growth inh: -26; bCat KO growth: 94; Measles CPE: 10; Yeast life ext: -7; E-sel TNF inh: 14; HCT116 PTEN-null: 96; NPY Y2 blocker: -1

How did CC(C)CN1C(=O)c2ccc(C(=O)Nc3nccs3)cc2C1=O do in these assays?
MRP1 act: 1.8; GALR2 blocker: -4; Yeast growth inh: -13; bCat KO growth: 96; Measles CPE: 9; Yeast life ext: -11; E-sel TNF inh: 0; HCT116 PTEN-null: 97; Phagocyt inh: 0; NPY Y2 blocker: 0

Results for COc1cc(C=O)ccc1OCCOCCOc1c(C)cc(Cl)cc1Cl ?
MRP1 act: -2.0; GALR2 blocker: -13; Yeast growth inh: -41; bCat KO growth: 92; Measles CPE: 3; Yeast life ext: -20; E-sel TNF inh: -25; HCT116 PTEN-null: 90; NPY Y2 blocker: 6

What do the screens show for `COc1ccc(-c2nnc(SCC(=O)N3CCC(Cc4ccccc4)CC3)o2)cc1OC`?
MRP1 act: 0.0; GALR2 blocker: -1; Yeast growth inh: -44; bCat KO growth: 95; Measles CPE: 13; Yeast life ext: -12; HCT116 PTEN-null: 99; Phagocyt inh: 0; NPY Y2 blocker: 2

How did COc1ccc(N2CCN(C(=O)C(Cc3ccccc3)n3cccc3)CC2)cc1 (stereo not given) do in these assays?
MRP1 act: -2.9; GALR2 blocker: -6; Yeast growth inh: -23; bCat KO growth: 64; Measles CPE: 5; Yeast life ext: 3; E-sel TNF inh: 1; HCT116 PTEN-null: 74; Phagocyt inh: 0; NPY Y2 blocker: 1

How did COc1ccc(-c2ncc3ccccn23)cc1OC do in these assays?
MRP1 act: -1.9; GALR2 blocker: -4; Yeast growth inh: 4; bCat KO growth: 93; Measles CPE: 4; Yeast life ext: -9; E-sel TNF inh: 46; HCT116 PTEN-null: 101; Phagocyt inh: -3; NPY Y2 blocker: -1

Results for CCOc1ccccc1N1CCN(C(=S)NC(=O)C23CC4CC(CC(C4)C2)C3)CC1 ?
MRP1 act: 0.1; GALR2 blocker: 2; Yeast growth inh: 0; bCat KO growth: 67; Measles CPE: 10; Yeast life ext: 1; E-sel TNF inh: -10; HCT116 PTEN-null: 66; Phagocyt inh: -7; NPY Y2 blocker: 6

What do the screens show for `Cc1nc(NC(=O)c2cc3c(C)nn(-c4ccccc4)c3s2)sc1C(=O)Nc1ccccc1`?
MRP1 act: -4.0; GALR2 blocker: -14; Yeast growth inh: -22; bCat KO growth: 42; Measles CPE: 5; Yeast life ext: -19; E-sel TNF inh: 14; HCT116 PTEN-null: 45; Phagocyt inh: 0; NPY Y2 blocker: -2

Results for CN(Cc1ccccc1)C(=O)c1cccc(N2C(=O)NC3CC2(C)Oc2ccccc23)c1 (stereo not given) ?
MRP1 act: -2.9; GALR2 blocker: 5; Yeast growth inh: -2; bCat KO growth: 89; Measles CPE: 4; Yeast life ext: -5; E-sel TNF inh: 30; HCT116 PTEN-null: 77; Phagocyt inh: 2; NPY Y2 blocker: 0

What do the screens show for `O=C(C1CC=CCC1)N1CCN(C(=O)C2CC=CCC2)CC1` (stereo not given)?
MRP1 act: -1.4; GALR2 blocker: -2; Yeast growth inh: 6; bCat KO growth: 85; Measles CPE: 0; E-sel TNF inh: -16; HCT116 PTEN-null: 90; NPY Y2 blocker: 3

Results for Cc1ccc(C)c(N2CCN(C(=O)CN3C(=O)c4ccccc4C3=O)CC2)c1 ?
MRP1 act: -2.2; GALR2 blocker: 5; Yeast growth inh: -14; bCat KO growth: 98; Measles CPE: 7; Yeast life ext: -20; E-sel TNF inh: 7; HCT116 PTEN-null: 86; Phagocyt inh: -2; NPY Y2 blocker: 4

What do the screens show for `COc1ccc2nc(NC(=O)CSc3nnc(C)s3)sc2c1`?
MRP1 act: -0.7; GALR2 blocker: 3; Yeast growth inh: -43; bCat KO growth: 72; Measles CPE: 3; Yeast life ext: -12; E-sel TNF inh: -24; HCT116 PTEN-null: 66; NPY Y2 blocker: 0

How did COC(=O)c1ccc2[nH]c(C)c(CN3CCCC3)c(=O)c2c1 do in these assays?
MRP1 act: -2.2; GALR2 blocker: 2; Yeast growth inh: -21; bCat KO growth: 90; Measles CPE: 48*; Yeast life ext: -6; E-sel TNF inh: -34; HCT116 PTEN-null: 91; Phagocyt inh: 0; NPY Y2 blocker: 1

What do the screens show for `COc1ccc(/C=N/n2c(N)nc(-c3ccccc3)c2-c2ccccc2)cc1`?
MRP1 act: -2.9; GALR2 blocker: -16; Yeast growth inh: -40; bCat KO growth: 37; Measles CPE: 3; Yeast life ext: -22; E-sel TNF inh: 43; HCT116 PTEN-null: 39; Phagocyt inh: 3; NPY Y2 blocker: 11

Results for CN(c1ccccc1C(=O)Nc1ccc(S(=O)(=O)N2CCCC2)cc1)S(C)(=O)=O ?
MRP1 act: -1.8; GALR2 blocker: 5; Yeast growth inh: -22; bCat KO growth: 97; Measles CPE: 7; Yeast life ext: 2; E-sel TNF inh: -20; HCT116 PTEN-null: 95; Phagocyt inh: -1; NPY Y2 blocker: 4
